Screening results from PubChem.
Tb hexokinase: Trypanosoma brucei hexokinase 1 inhibitors, primary screen, biochemical, G6PDH-coupled NADH absorbance, MLSCN library. hexokinase 1 [Trypanosoma brucei]. AID 1430, 2008. 220,000 compounds, 0.11% hits. inhibition, % at 10 µM. recombinant TbHK1, G6PDH-coupled NADH A340;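 active means inhibition of 50% or more in the single-dose primary screen; inactive means inhibition below 50%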
L929 necroptosis: inhibitors of zVAD-triggered necroptosis, primary screen, L929 cells; viability rescue, % at 10 µM; 220,000 compounds, 0.38% hits; L929 zVAD necroptosis rescue, ATP luminescence, 24 h; with zVAD 60 µM; AID 1377, 2008;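 active means activation, scaled between plate controls, above about 75%, limit read from the data; inactive means activation under that limit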;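 further: 0% = zVAD with DMSO and 100% = DMSO alone without zVAD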
Rad51 HR inh: human RAD51 strand exchange inhibitors, primary screen, biochemical, fluorescence; hRad51 DNA strand exchange, fluorescence dequenching; AID 1385, 2008; inhibition, % at 10 µM; 200,000 compounds, 0.085% hits; DNA repair protein RAD51 homolog 1 (Homo sapiens), Q06609;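 active means inhibition above 40% at the single screening dose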;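 further: 0% = DMSO control wells and 100% = blanks with heterologous ssDNA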
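Material: Human Rad51 nucleoprotein filaments preassembled on unlabelled ssDNA | Also added: Labelled 47-mer dsDNA for strand exchange | Dosing: Single dose, 10 µM final compound | Schedule: 30-min compound preincubation and 15-min exchange, both room temperature | Technique: Fluorescence dequenching at 485/520 nm | Measure: Percent inhibition relative to plate controls and blanks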
Hck-Nef inh: inhibitors of Nef-activated human Hck kinase, primary screen, biochemical, Z-Lyte FRET, 384-well, Hck-YEEI; Tyrosine-protein kinase HCK (Homo sapiens), P08631; Recombinant Hck-YEEI plus Nef, Z-Lyte FRET kinase assay; inhibition, % at 20 µM; 220,000 compounds, 0.68% hits; AID 463187, 2010;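 active means Hck-Nef kinase inhibition above about 50%, limit read from the data; inactive means inhibition below that limit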;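 further: 0% = DMSO with Hck plus Nef and 100% = Hck alone without Nef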
Target sequence (P08631 whole entry, looked up): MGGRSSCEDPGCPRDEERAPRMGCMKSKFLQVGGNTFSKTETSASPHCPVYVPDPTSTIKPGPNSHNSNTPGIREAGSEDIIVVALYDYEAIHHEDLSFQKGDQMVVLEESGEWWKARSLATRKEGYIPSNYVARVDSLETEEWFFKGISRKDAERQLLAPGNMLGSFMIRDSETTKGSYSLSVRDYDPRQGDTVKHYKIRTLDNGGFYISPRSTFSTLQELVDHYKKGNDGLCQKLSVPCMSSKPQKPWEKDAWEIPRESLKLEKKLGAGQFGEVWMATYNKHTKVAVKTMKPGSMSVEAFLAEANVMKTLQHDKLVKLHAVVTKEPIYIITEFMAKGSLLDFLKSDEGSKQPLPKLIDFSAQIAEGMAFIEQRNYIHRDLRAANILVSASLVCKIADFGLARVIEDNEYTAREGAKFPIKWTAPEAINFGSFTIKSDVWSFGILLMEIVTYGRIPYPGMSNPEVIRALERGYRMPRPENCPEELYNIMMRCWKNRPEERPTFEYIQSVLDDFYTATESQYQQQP
14-3-3 Bad inh: inhibitors of 14-3-3 zeta/Bad binding, primary screen, biochemical, TR-FRET, bovine 14-3-3 zeta; 14-3-3 protein zeta/delta (Bos taurus), P63103; TR-FRET 14-3-3zeta/Dy647-pBad peptide displacement, 1 h; inhibition, % at 21.7 µM; 220,000 compounds, 0.71% hits; AID 781, 2007;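 active means inhibition above about 70%, limit read from the data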;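 further: 0% = full 14-3-3 plus peptide FRET controls and 100% = background without 14-3-3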
Target sequence (P63103 whole entry, looked up): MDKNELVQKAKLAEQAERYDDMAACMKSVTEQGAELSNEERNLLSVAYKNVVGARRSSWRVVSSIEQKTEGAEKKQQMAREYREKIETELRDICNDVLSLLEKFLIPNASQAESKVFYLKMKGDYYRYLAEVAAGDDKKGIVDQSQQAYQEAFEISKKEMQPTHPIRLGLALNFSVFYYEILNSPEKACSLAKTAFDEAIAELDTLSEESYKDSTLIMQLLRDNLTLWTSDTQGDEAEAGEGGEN
eIF4E-4G inh: eIF4E–eIF4G protein interaction inhibitors, primary screen, biochemical, uHTS, TR-FRET, eIF4GI fragment; Eukaryotic translation initiation factor 4E (Mus musculus) + Eukaryotic translation …; TR-FRET eIF4E-eIF4GI(517-606) binding, 2 h; inhibition, % at 21.7 µM; 220,000 compounds, 0.37% hits; AID 782, 2007;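 active means inhibition above about 30%, limit read from the data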;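 further: 0% = full FRET control wells and 100% = background wells lacking eIF4GI fragment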
PGE2 EP2 inh: human EP2 receptor antagonists, primary screen, TR-FRET cAMP, C6 glioma cells; Prostaglandin E2 receptor EP2 subtype (Homo sapiens), P43116; inhibition, % at 25 µM; C6 glioma cells expressing human EP2; cells stimulated with saturating PGE2; 260,000 compounds, 0.52% hits;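 active means percent inhibition above 40 after rounding to a whole number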;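 further: rat C6 glioma host cells with rolipram phosphodiesterase inhibitor present; the protocol text gives 20 µM as final concentration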
EP2 mod: EP2 receptor modulators, cAMP readout, primary screen, cell-based, HTRF cAMP, PGE2 stimulation. AID 940, 2007. 260,000 compounds, 0.83% hits. Prostaglandin E2 receptor EP2 subtype (Homo sapiens), P43116. EP2-expressing cells, cAMP HTRF FRET, PGE2 co-stimulation. induction, % at 25 µM;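 active means compounds whose cAMP rise, as percent of the full-agonist control response, exceeds 60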;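 further: rat C6 glioma line stably carrying human EP2 under a CMV promoter; the protocol text gives 20 µM as final concentration; 100% = response of wells given 1 µM PGE2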
Calpain2 inh: inhibitors of pig calpain II, primary screen, biochemical, fluorogenic peptide substrate, 1536-well; AID 1236, 2008; inhibition, % at 16 µM; 220,000 compounds, 0.37% hits; purified calpain II, 30 min;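 active means inhibition above about 50%, limit read from the data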
Active calls of the source: *; i = inactive; / = not tested or not shown; & = joins results of further samples; [ ] = remark or other dose. Only part of the results is shown. The share of hits here may be higher or lower than overall.

1: CC(C)OC(=O)c1ccc(NC(=O)c2cncc(Br)c2)cc1
2: Cc1ccc2[nH]c(=O)c(CN(CC3COCCO3)C(=O)Nc3ccccc3F)cc2c1 (stereo not given)
3: O=C(CN1C(=O)COc2ccccc21)N1CCCc2ccccc21
4: Cc1ccc(S(C)(=O)=O)cc1S(=O)(=O)Nc1cccc(Cl)c1
5: CCOP(=O)(OCC)C(Nc1ccc(C)cc1)c1ccco1 (stereo not given)
6: CN(CCC1CCOCC1)C(=O)CC1C(=O)NCCN1CC1CCCCC1 (stereo not given)
7: CCOC(=O)C1CN(S(=O)(=O)c2ccccc2)CCN1S(=O)(=O)c1ccccc1 (stereo not given)
8: COc1ccc(C2Nc3ccccc3C(=O)N2C2CCCCC2)cc1 (stereo not given)
9: CC(Oc1ccc(Cl)cc1Cl)C(=O)N/N=C1\CCCc2ccccc21 (stereo not given)
10: CC1CCN(C(=S)SCc2nc(N)nc(Nc3ccccc3)n2)CC1

Compound,1,2,3,4,5,6,7,8,9,10
PGE2 EP2 inh,6.5,7.8&9.4,9.0&11.4,6.9,3.4,6.5,6.7,5.3,5.6,14.9
Hck-Nef inh,-6.4,22.6,-0.4,0.7,-5.9,23.4,1.6,27.5,2.3,12.1
Rad51 HR inh,-5.2,34.0,-4.6,3.3,24.2,-6.6,4.5,-4.9,0.0,-0.2
Tb hexokinase,-1.2,-7.0,6.3,30.5,2.3,1.9,-7.0,-1.2,-6.8,-3.1
Calpain2 inh,23.3,-45.2,-18.0,-5.5,-12.7,-72.7,11.1,i,25.6,11.3
L929 necroptosis,58.5,7.8,-0.2,0.8,3.8,1.9,0.0,1.2,1.4,0.9
eIF4E-4G inh,0.6,4.5,-6.9,3.0,0.8,-3.2,-7.4[fluorescence artefact?],-0.9,8.8,-0.7
EP2 mod,-63.8,-48.4&5.4,-8.6&-16.0,15.4,20.4,8.8,5.7,-3.0,-3.2,-95.6
14-3-3 Bad inh,1.8,-13.1,2.8[fluorescence artefact?],-3.6,-13.1,-5.4,-9.1[fluorescence artefact?],-1.0,-0.4[fluorescence artefact?],-3.9

11: CCCCCCCCn1c(=O)c(C(=O)OC)c(N)c2ccccc21
12: O=C(c1cc2ncc(Br)cn2n1)N1CCN(C(=O)c2ccco2)CC1
13: O=C(NNC(=S)NC(=O)c1ccccc1[N+](=O)[O-])c1ccccc1O
14: Cn1nc(-c2ccccc2)cc1NC(=O)C1CCCCC1
15: CC(=O)Nc1ccc(NC(=O)C(C)OC(=O)CN(C)S(=O)(=O)c2ccc(Cl)cc2)cc1 (stereo not given)
16: O=C(NCCc1c[nH]c2ccccc12)c1ccc(-n2cnnn2)cc1
17: Cc1c(Br)c([N+](=O)[O-])nn1CCCC(=O)Nc1sc2c(c1C#N)CCC2
18: COC(=O)Nc1sc2nc(C)cc(C)c2c1-n1cccc1
19: Cc1ccc(CN2CCN(/N=C/c3ccco3)CC2)c(C)c1
20: COC(=O)C1=C(C)N=C2SC(C)C(=O)N2C1c1cccs1 (stereo not given)

Compound,11,12,13,14,15,16,17,18,19,20
PGE2 EP2 inh,12.9,8.7,7.7,13.2,7.2,20.8,3.8,0.7,15.2,12.1
Hck-Nef inh,13.4,-1.4,22.8,4.4,2.8,2.1,9.5,-0.1,9.5,2.3
Rad51 HR inh,19.6,-6.1,-23.1,-19.6,-2.1,9.5,-2.2,-5.2,2.2,-8.9
Tb hexokinase,0.4,3.1,-8.8,-8.3,1.1,4.7,26.0,5.4,0.9,-2.7
Calpain2 inh,30.5,-18.9,2.5,10.2,23.2,-12.5,-21.4,-2.8,0.5,-6.9
L929 necroptosis,-0.2,-0.2,-1.3,3.3,0.1,1.3,1.1,0.0,0.1,0.5
eIF4E-4G inh,1.8,18.6,-3.8,5.1,-4.1,15.8,1.6,-7.5,-5.9[fluorescence artefact?],3.8
EP2 mod,-31.4,24.0,10.0,-50.5,-30.8,-70.3,14.6,-8.0,-53.1,17.2
14-3-3 Bad inh,-0.8,10.2,-16.1,1.8,-13.3[fluorescence artefact?],0.9[fluorescence artefact?],-7.2[fluorescence artefact?],10.7,-6.3,1.4

Arranged by formula weight (largest number first): 7 of the compounds above
15: CC(=O)Nc1ccc(NC(=O)C(C)OC(=O)CN(C)S(=O)(=O)c2ccc(Cl)cc2)cc1 (stereo not given)
17: Cc1c(Br)c([N+](=O)[O-])nn1CCCC(=O)Nc1sc2c(c1C#N)CCC2
12: O=C(c1cc2ncc(Br)cn2n1)N1CCN(C(=O)c2ccco2)CC1
13: O=C(NNC(=S)NC(=O)c1ccccc1[N+](=O)[O-])c1ccccc1O
16: O=C(NCCc1c[nH]c2ccccc12)c1ccc(-n2cnnn2)cc1
11: CCCCCCCCn1c(=O)c(C(=O)OC)c(N)c2ccccc21
18: COC(=O)Nc1sc2nc(C)cc(C)c2c1-n1cccc1

Compound,15,17,12,13,16,11,18
PGE2 EP2 inh,7.2,3.8,8.7,7.7,20.8,12.9,0.7
Hck-Nef inh,2.8,9.5,-1.4,22.8,2.1,13.4,-0.1
Rad51 HR inh,-2.1,-2.2,-6.1,-23.1,9.5,19.6,-5.2
Tb hexokinase,1.1,26.0,3.1,-8.8,4.7,0.4,5.4
Calpain2 inh,23.2,-21.4,-18.9,2.5,-12.5,30.5,-2.8
L929 necroptosis,0.1,1.1,-0.2,-1.3,1.3,-0.2,0.0
eIF4E-4G inh,-4.1,1.6,18.6,-3.8,15.8,1.8,-7.5
EP2 mod,-30.8,14.6,24.0,10.0,-70.3,-31.4,-8.0
14-3-3 Bad inh,-13.3[fluorescence artefact?],-7.2[fluorescence artefact?],10.2,-16.1,0.9[fluorescence artefact?],-0.8,10.7

Remaining list, next part
21: Cc1cc(SCC(=O)c2cc(C)n(C)c2C)nc2ccccc12
22: C/C(=N/NC(=O)CNC(=O)C1COc2ccccc2O1)c1cccc(O)c1 (stereo not given)
23: OCCC1CN(Cc2ccccc2-c2ccco2)CCN1Cc1ccsc1 (stereo not given)
24: O=C(Nc1c(F)cc(F)cc1Br)C1CCCO1 (stereo not given)
25: O=S(=O)(NCCc1ccccc1)c1ccccc1
26: c1c(C2CCCCC2)n[nH]c1CN1CCCCC1
27: COc1ccccc1NS(=O)(=O)c1ccc(Cl)c(NC(=S)NC(=O)C2CCCC2)c1
28: CCC(=O)N1c2ccccc2NC2=C(C(=O)CCC2)C1c1cccnc1 (stereo not given)

Compound,21,22,23,24,25,26,27,28
PGE2 EP2 inh,-0.7,7.8,7.5,9.9,10.9,1.2,7.4,7.6
Hck-Nef inh,-0.1,26.0,4.6,1.0,3.8,-1.1,6.3,-1.6
Rad51 HR inh,7.9,0.1,/,-7.1,-0.9,-0.1,/,-4.8
Tb hexokinase,-1.7,3.3,-1.7,2.5,2.5,-0.1,10.3,-114.8
Calpain2 inh,9.4,3.4,22.4,5.9,-2.7,-0.2,-15.4,-15.7
L929 necroptosis,2.2,2.5,-1.1,-0.2,-0.4,0.5,0.1,0.0
eIF4E-4G inh,5.2[fluorescence artefact?],-4.4,-0.4,1.0,0.8,3.4,-7.1[fluorescence artefact?],8.8[fluorescence artefact?]
EP2 mod,-7.5,-106.6,-21.1,-12.0,15.4,-52.5,15.5,15.6
14-3-3 Bad inh,-6.7,-6.8,-9.4,2.8,13.4[fluorescence artefact?],5.3,9.7,10.2
